LAP4-GFP MLPCN – modulators of LAP4-GFP expression in yeast, primary screen, S. cerevisiae, multiplex flow cytometry, MLPCN library | 3 h; median GFP as percent of DMSO wells | 320,000 compounds, 0.34% hits | GFP response vs DMSO, % at 10 µM;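 active = GFP response vs DMSO above a set limit, about the screen mean plus 3 SD, cut at about 150% in these data; inconclusive = under 70 cell events counted for the yeast strain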
CIT2-GFP yeast – modulators of CIT2-GFP expression in yeast, primary screen, S. cerevisiae, GFP fusion, multiplex flow cytometry, MLPCN library; S. cerevisiae CIT2-GFP strain, 3 h; 100 means same as DMSO wells; GFP response vs DMSO, % at 10 µM; 320,000 compounds, 0.065% hits; AID 2029, 2009;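 active = GFP response relative to DMSO above a set limit, near the screen mean plus 3 SD, cut at about 150% in these data; inconclusive = Fewer than 70 cells measured for a yeast strain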;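 note: ratio of well median GFP fluorescence to mean of DMSO wells on the plate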
AGP1-GFP MLPCN – modulators of AGP1-GFP expression in yeast TOR pathway, primary screen, cell-based, multiplex flow cytometry, S. cerevisiae, MLPCN library; 3 h; GFP as percent of DMSO wells; GFP response vs DMSO, % at 10 µM; 320,000 compounds, 0.02% hits; AID 2066, 2009;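 active = GFP response relative to DMSO above a set limit, near screen average plus 3 SD, cut at about 150% in these data; inconclusive = fewer than 70 cells counted for the yeast strain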;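 note: median GFP channel fluorescence of the gated AGP1 strain per well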
proCasp7 act – procaspase-7 activators, primary screen, counter-screen for procaspase-3 activator project, biochemical, absorbance, HTS, human | Caspase-7 (Homo sapiens), P55210 | AID 463210, 2010 | 330,000 compounds, 0.093% hits | activation, % at 8.5 µM | recombinant procaspase-7, Ac-DEVD-pNA absorbance 405 nm; D23A/D198A/D206A triple mutant, cannot self-cleave; scale: DMSO 0, 5 µM enzyme 100;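 active = percent activation above the screen-wide mean plus 3 SD, cut at about 25% in these data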
Target sequence (P55210 whole entry D23A/D198A/D206A): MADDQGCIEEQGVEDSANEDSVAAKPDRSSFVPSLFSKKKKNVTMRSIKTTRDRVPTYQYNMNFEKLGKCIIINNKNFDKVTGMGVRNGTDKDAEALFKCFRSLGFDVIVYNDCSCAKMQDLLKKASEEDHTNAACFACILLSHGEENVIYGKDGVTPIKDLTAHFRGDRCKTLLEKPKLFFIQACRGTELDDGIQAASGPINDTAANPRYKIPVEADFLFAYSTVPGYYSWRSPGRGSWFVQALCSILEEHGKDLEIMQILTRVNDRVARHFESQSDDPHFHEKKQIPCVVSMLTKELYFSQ
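Detection: p-Nitroaniline absorbance at 405 nm, read at 0 and 120 min; system: Uncleavable procaspase-7 mutant enzyme; evaluation: % activation from two-timepoint absorbance difference, scaled to controls; times: 1 h enzyme–compound preincubation and 2 h substrate reaction, both 25 °C; buffer or medium: Zinc-free HEPES pH 7.4 with 300 mM NaCl, 0.01% Triton X-100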
AHR act – AHR activators, primary screen, cell-based, luminescence, luciferase reporter, human. Aryl hydrocarbon receptor (Homo sapiens), P35869. AHR-responsive luciferase reporter cells. activation, % at 5 µM. 320,000 compounds, 2.5% hits. AID 2796, 2010; in the data active = activation above about 47%;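 note: 0% = vehicle wells and 100% = reference agonist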
MEP2 TOR yeast – modulators of MEP2-GFP levels in yeast, primary screen, S. cerevisiae, multiplex flow cytometry, MLPCN library; S. cerevisiae MEP2-GFP strain, 3 h; 100% = DMSO control level; GFP response vs DMSO, % at 10 µM; 330,000 compounds, 0.51% hits;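 active = GFP response versus DMSO above a set limit, roughly screen mean plus 3 SD, cut at about 180% in these data; inconclusive = fewer than 70 cells counted for a yeast strain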;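 note: median GFP fluorescence of the barcode-gated MEP2-GFP cells per well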
RPL19A-GFP yeast – RPL19A-GFP expression modulators in yeast, primary screen, cell-based, S. cerevisiae, multiplex flow cytometry, MLPCN | S. cerevisiae RPL19A-GFP strain, 3 h; hits give low values | percent response vs DMSO, % at 10 µM | 330,000 compounds, 0.3% hits | AID 2025, 2009;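 active = percent response vs DMSO below 50%; inconclusive = fewer than 70 events counted for the yeast strain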;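 note: median channel GFP fluorescence of the barcoded RPL19A-GFP strain; ratio of sample median GFP to plate DMSO average so 100% = DMSO; lower means less RPL19A-GFP as with rapamycin TOR inhibition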
proCasp3 act – activators of human procaspase-3 D3A mutant, primary screen, biochemical, absorbance, PC-3 D3A mutant, single concentration. 330,000 compounds, 0.11% hits. Caspase-3 (Homo sapiens), P42574. recombinant procaspase-3 D3A, Ac-DEVD-pNA absorbance 405 nm. activation, % at 8.5 µM;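 active = activation above the mean of all tested compounds plus 3 SD, cut at about 21% in these data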;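 note: 0% = DMSO alone and 100% = DMSO wells spiked with extra 5 µM PC-3 D3A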
Target sequence (P42574 whole entry D9A/D28A/D175A): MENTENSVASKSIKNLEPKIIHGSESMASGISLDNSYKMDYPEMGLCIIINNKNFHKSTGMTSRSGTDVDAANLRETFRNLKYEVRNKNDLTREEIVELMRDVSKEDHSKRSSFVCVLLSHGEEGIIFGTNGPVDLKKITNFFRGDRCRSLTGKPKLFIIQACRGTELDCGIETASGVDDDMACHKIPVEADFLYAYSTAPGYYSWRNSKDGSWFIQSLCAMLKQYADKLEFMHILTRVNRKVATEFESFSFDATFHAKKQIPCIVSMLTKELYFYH
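Evaluation: percent activation relative to control range; Material: Procaspase-3 D3A mutant, all three cleavage aspartates alanine; Compound: single dose, 8.5 µM nominal compound, 0.8% DMSO; Replication: one well per compound; Signal: absorbance at 405 nm, 0 and 120 min; Schedule: 1 h preincubation plus 2 h reaction at 25 °C.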
The depositor's hits bear a star; i = inactive; ? = inconclusive; . = no result given; [ ] = remark or other dose. Hits appear at their usual frequency; overall some 3.5% were active at least once.

SMILES	LAP4-GFP MLPCN	CIT2-GFP yeast	AGP1-GFP MLPCN	proCasp7 act	AHR act	MEP2 TOR yeast	RPL19A-GFP yeast	proCasp3 act
CCC1(C)Cc2c(sc3nc4n(c(=O)c23)CCCS4)CO1 (configuration not stated)	101	95	97	-4	-1	105	101	-1
CCCCN(C(=O)c1ccc(S(=O)(=O)N(C)C)cc1)c1ccccc1	101[may fluoresce violet]	?	18[may fluoresce violet]	0	-1	108[may fluoresce violet]	73[may fluoresce violet]	7
CCN1/C(=C/C=C/c2oc3ccc(-c4ccccc4)cc3[n+]2CC)Oc2ccc(-c3ccccc3)cc21	.	.	i	-4	-4	.	i	1
O=C(NNC(=S)NC(=O)c1cccnc1)c1ccc(F)cc1	118	109	115	-12	-5	114	107	-7
CCCCC1OC23CCCCC2C(C#N)(C#N)C1(C#N)C(=N)O3 (configuration not stated)	112	107	109	-6	3	119	111	-6
O=C(Cn1[nH]c(=O)c2ccccc2c1=O)OCC(=O)N(Cc1ccccc1)Cc1ccccc1	97	105	108	13	1	107	98	-4
O=C(Nc1cccc(Cl)c1)Nc1nnc(CSCCOc2ccc(Cl)cc2)s1	97	113	111	3	17	106	114	-4
CCCCOc1ccc(C(=O)N(Cc2ccco2)C2CCS(=O)(=O)C2)cc1 (configuration not stated)	101	103	100	2	2	108	101	2
COCCCn1c(=O)c2ccccc2n(CC(=O)N2CCCc3ccccc32)c1=O	90	95	102	-1	-3	103	107	8
CCC(CC)NC(=O)Nc1ccc(F)c(Cl)c1	101	99	101	-5	5	103	97	-9
Cc1cc(C(=O)NCC(c2ccco2)N(C)C)no1 (configuration not stated)	111	.	89	-1	-2	99	98	2
CCOC(=O)c1ccc(S(=O)(=O)N2CCN(C(=O)c3ccccn3)CC2)cc1	105	99	104	3	2	97	98	-3
COC(=O)c1ccc2c(=O)[nH]c(CCl)nc2c1	104	108	106	-1	3	102	100	3
CCN(CC)S(=O)(=O)c1cccc(-c2nnc(SCC(=O)N3CCC(C(=O)O)CC3)n2N)c1	81	87	88	1	2	90	92	-10
Cc1nsc(Nc2ccc([N+](=O)[O-])cc2)c1C#N	127	94	115	-6	-1	98	94	-7
C=CCc1ccc(OCCN2CCc3ccccc3C2)c(OC)c1	98	96	97	-3	8	98	103	-2
CCCOc1ccc(-c2cc(C(F)(F)F)c(C#N)c(SCC(=O)O)n2)cc1	124	100	116	-5	5	109	104	7
O=C(NC1CCSc2ccccc21)c1ccccc1Br (configuration not stated)	96	93	100	9	3	105	101	7
O=C(NCCn1c(C(F)(F)F)nc2ccccc21)[C@H]1CCCN1c1nc(CN2CCCCC2)cs1	105	71	83	3	2	86	98	-1
O=C(Nc1cccc(C(F)(F)F)c1)c1c(O)c2ccccc2[nH]c1=O	94	96	97	4	5	92	101	-3
CCN(CCO)C(=O)CC(c1ccccc1)c1cc(Br)ccc1O (configuration not stated)	105	99	100	6	3	101	100	10
CN(C)c1ccc(/C=C(\NC(=O)c2ccccc2)C(=O)NCc2cccnc2)cc1	96	101	105	1	16	99	103	-12
C=C(C)n1c(=O)n(Cc2ccc(C)cc2)c2ccccc21	96	87	92	0	0	95	100	0
Cn1cccc1C(=O)C(=O)Nc1cc(Cl)cc(Cl)c1	106	93	97	8	2	98	98	-3
Cc1cccc(C)c1N(CC(=O)Nc1cccc(N(C)S(C)(=O)=O)c1)S(C)(=O)=O	108	101	111	6	-2	107	101	4
O=C(NNC(=O)c1ccc2nonc2c1)Nc1ccc(Cl)cc1	109	110	112	-7	77*	98	101	-14
Clc1ccc(Nc2nc3cccnc3s2)cc1	100	88	91	-4	53*	94	98	-4
CC1(C)CC[C@]2(C(=O)O)CC[C@]3(C)C(=CCC4[C@@]5(C)CC[C@H](O)C(C)(C)C5CC[C@]43C)C2C1 (some centres not stated)	103	86	88	-8	1	90	101	0
COC(=O)c1cccc(NC(=O)CSc2nnc(-c3ccco3)o2)c1	103	96	101	-4	4	108	100	0
Cc1ccc2cc(C#N)c(SCc3nnc(-c4ccccc4[N+](=O)[O-])o3)nc2c1	87	100	94	6	-4	100	100	3
Cc1nc(N)nc(N/N=C/c2c(F)cccc2Cl)n1	97	101	96	-2	17	116	101	3
Cn1c(O)c(N=Nc2ccc(F)cc2)c2ccccc21	95	85	91	-21	44	104	95	-24
CC(=O)c1ccc2c3c(cccc13)C(=O)N(CCc1ccccc1)C2=O	92	105	99	2	72*	109	106	6
O=C(Cn1cnc2cc([N+](=O)[O-])ccc2c1=O)NCc1ccc(Cl)cc1	102	106	104	-4	3	106	111	3
Cc1ccc(CSC2=NCCN2C(=O)C(C)Oc2ccccc2)cc1 (configuration not stated)	110	98	106	8	-5	104	98	-2
COc1ccc(CCNS(=O)(=O)c2ccc3c(c2)OCCO3)cc1	95	95	99	-3	1	96	99	2
OC(CNCc1ccc(Cl)cc1)(c1ccccc1)c1ccc(F)cc1 (configuration not stated)	98	98	101	-5	-1	96	95	0
Cc1sc2nc(CN3CCCC3)nc(N3CCN(C(=O)c4ccco4)CC3)c2c1C	97	85	92	7	-3	88	82	3
CN1C(=O)C(C(=O)Nc2ccccc2F)c2ccccc21 (configuration not stated)	90	106	109	4	14	104	111	7
Cc1cccc(C)c1NC(=S)N1CCCN(C)CC1	88	82	87	6	-2	86	86	0
O=C(CSc1nnc(C2CC2)n1C1CC1)c1ccc(Br)s1	106	105	102	2	4	95	93	1
COCCNC(=O)c1ccccc1NC(=O)COc1ccccc1	93	100	104	-12	-2	98	98	-1
COC(=O)c1cc(=O)nc2sccn12	95	107	103	-6	1	98	101	-1
Cc1ccc(S(=O)(=O)/N=C2/NC(=O)/C(=C/c3ccc(Br)o3)S2)cc1	100	94	96	-9	-6	97	99	-9
O=C1NC(=S)N/C1=C\c1ccccc1OCc1ccc(C(=O)O)cc1	103	91	104	1	-1	104	109	-5

Gathered by group, the entries above with bromine.
SMILES	LAP4-GFP MLPCN	CIT2-GFP yeast	AGP1-GFP MLPCN	proCasp7 act	AHR act	MEP2 TOR yeast	RPL19A-GFP yeast	proCasp3 act
O=C(NC1CCSc2ccccc21)c1ccccc1Br (configuration not stated)	96	93	100	9	3	105	101	7
CCN(CCO)C(=O)CC(c1ccccc1)c1cc(Br)ccc1O (configuration not stated)	105	99	100	6	3	101	100	10
O=C(CSc1nnc(C2CC2)n1C1CC1)c1ccc(Br)s1	106	105	102	2	4	95	93	1
Cc1ccc(S(=O)(=O)/N=C2/NC(=O)/C(=C/c3ccc(Br)o3)S2)cc1	100	94	96	-9	-6	97	99	-9

(further entries)
SMILES	LAP4-GFP MLPCN	CIT2-GFP yeast	AGP1-GFP MLPCN	proCasp7 act	AHR act	MEP2 TOR yeast	RPL19A-GFP yeast	proCasp3 act
COC(=O)CN(C)C1CC(=O)N(c2ccc(Cl)cc2)C1=O (configuration not stated)	99	103	103	-7	0	100	104	-8
COc1cc(/C=N/NC(=O)C(N)=O)ccc1OCC(=O)N1C(C)CCCC1C (configuration not stated)	103	102	102	14	3	109	102	4
Nc1nc(SCC(=O)N2CCN(c3ccccc3)CC2)n[nH]1	91	96	95	-3	-2	91	94	-6
COc1ccc(OC)c(N(CC(=O)N2CCCCC2)S(=O)(=O)c2ccc(OC)c(OC)c2)c1	104	103	100	12	-1	102	106	-4
O=C(Nc1ccc2c(c1)OCO2)c1cc(-c2ccncc2)nc2ccccc12	116	111	108	-2	94*	100	98	3
CSc1ccc(/C=N/S(=O)(=O)c2ccccc2)cc1	96	116	114	2	1	111	110	0
COC(=O)C(=O)Nc1nnc(COc2ccccc2)s1	84	95	89	-10	3	87	90	-1
Cc1cc(C(=O)COC(=O)c2ccc3c(c2)OCO3)c(C)n1CC1CCCO1 (configuration not stated)	76	91	?	3	-3	?	86	4
O=C(CCCn1c(=S)[nH]c2ccccc2c1=O)N1CCCCC1	98	.	90	9	-2	91	98	8
Cc1nc(NCc2cccnc2)c2c3c(sc2n1)CC(C)CC3 (configuration not stated)	102	103	86	8	27	97	98	6
COc1ccc(/C=N/NC(=O)Cn2ccnc2C)cc1OC	121	115	118	5	5	120	114	15
CC(=O)Nc1ccc(NC(=O)COc2ccc([N+](=O)[O-])cc2)cc1	93	93	94	15	5	96	94	-3
CCc1ccc(NC(=O)CSC2=C(C#N)C(c3ccco3)C3=C(CCCC3=O)N2)cc1 (configuration not stated)	103	110	110	-21	7	114	107	-5
COC(=O)[C@H](CCSC)NS(=O)(=O)c1ccccc1Br	121	94	87	5	0	97	96	-1
O=C(Nc1ccc(F)cc1)C1COc2ccccc2O1 (configuration not stated)	94	109	99	19	42	112	106	-1
CCc1ccc(N(CC(=O)Nc2ccc(NC(C)=O)cc2)S(=O)(=O)c2ccccc2)cc1	104	105	109	1	3	108	109	7
Cn1cccc1CC(=O)N/N=C/c1ccc(Cl)c([N+](=O)[O-])c1	105	93	103	-3	-2	98	98	-9
COc1ccc(/C=N/NS(=O)(=O)c2ccc(C)cc2)cc1	109	107	108	16	2	118	105	2
Cc1noc(C)c1NC(=O)Nc1cccc2c1O[C@H](CN(C)C(=O)NC(C)C)[C@@H](C)CN([C@H](C)CO)C2=O	101	88	89	-1	0	93	91	5
Cc1ccc(F)cc1NC(=O)N1CCN(C2c3ccccc3-c3ccccc32)CC1	105	95	103	5	-2	91	92	-12
Cc1ccc(OCc2cc(C(=O)Nc3ccccc3)oc2C)cc1	113	108	99	6	3	110	100	-4
O=C(O)c1cnn2cc(-c3[nH]ncc3[N+](=O)[O-])cnc12	98	105	108	3	-1	105	101	4
COc1ccc(S(=O)(=O)/N=C2/NC(=O)/C(=C/c3ccco3)S2)cc1	92	102	94	-4	1	101	108	-8
Cc1cccc(C)c1NC(=O)CSc1nnnn1C	98	94	97	14	1	111	96	-1
O=C(c1cc(N2CCOCC2)c(F)cc1[N+](=O)[O-])N1CCOCC1	110	104	107	1	-1	117	105	1
COc1ccc([C@H]2CC(=O)C=C(c3cccc(C(C)C)c3)C2)cc1OC	90	98	68	12	4	88	92	10
Cc1ccc(N/N=C(\C#N)C(=N)N2CCCCCC2)cc1	102	90	105	-15	26	89	100	4
CCCCNC(=O)N(O)C1N(/N=C/c2ccc(N(C)C)cc2)C(=S)SC1(C)C (configuration not stated)	96	105	104	3	4	107	106	2
S=c1[nH]nc(C2CCCCC2)n1/N=C/c1ccncc1	99	114	101	-21	-8	112	104	-5
COc1ccc2oc(=Nc3cccc(F)c3)c(C(N)=O)cc2c1	92	90	71	-2	15	99	101	-5
